Compound activity (PubChem BioAssay)
3CLpro inhibitor: SARS-CoV 3CLpro protease inhibition | AID 1706 | inhibition, % at 6 µM | P0C6X7 | recombinant SARS-CoV 3CLpro, quenched FRET peptide cleavage | 0.14% of 290,000 active; in the data active = inhibition above about 12%
MazF activator: activators of E. coli MazEF toxin-antitoxin RNase; P0AE70; FAM/BHQ RNA-DNA oligo cleavage fluorescence, 5 h; activation, % at 20 µM; 0.32% of 350,000 active; AID 504720; in the data active = activation above about 50%
Target sequence (P0AE70 whole entry, looked up): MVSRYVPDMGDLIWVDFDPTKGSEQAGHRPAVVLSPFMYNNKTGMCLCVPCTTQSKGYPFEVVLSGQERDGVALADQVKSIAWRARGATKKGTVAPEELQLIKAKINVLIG
BioA inh: inhibitors of Mycobacterium tuberculosis BioA enzyme; purified M. tuberculosis BioA enzyme, plate reader; inhibition, % at 9.99 µM; 0.096% of 360,000 active; in the data active = inhibition above about 40%
Rv3671c inh: Rv3671c (M. tuberculosis) protease inhibition; P9WHR9; inhibition, % at 5.96 µM; 0.048% of 320,000 active; AID 2606; in the data active = inhibition above about 38%;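 note: extracellular domain of Rv3671c used as enzyme; 0% = enzyme with DMSO and 100% = no enzyme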
VHR inh abs: inhibitors of human VHR1 phosphatase (DUSP3) | P51452 | recombinant VHR phosphatase, pNPP absorbance | inhibition, % at 13.3 µM | 0.52% of 290,000 active | AID 1654; in the data active = inhibition above about 50%; note: some compounds called inactive have numbers as strong as hits
Target sequence (P51452 whole entry, looked up): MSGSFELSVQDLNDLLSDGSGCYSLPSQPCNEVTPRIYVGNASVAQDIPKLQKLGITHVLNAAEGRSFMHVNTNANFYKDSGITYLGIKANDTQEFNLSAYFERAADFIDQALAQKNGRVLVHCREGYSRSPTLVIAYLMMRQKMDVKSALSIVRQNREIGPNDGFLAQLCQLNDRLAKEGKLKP
GDH-TPI inh: counter-screen for M. tuberculosis FBA inhibitors: GDH-TPI coupled enzymes; GDH-TPI coupled enzyme counterscreen, NADH absorbance; inhibition, % at 4.8 µM; 1.2% of 360,000 active; in the data active = inhibition above about 30%;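 note: 0% = DMSO wells and 100% = wells lacking the enzyme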
FBA Mtb inh: inhibitors of M. tuberculosis fructose-bisphosphate aldolase; purified M. tuberculosis FBA, fluorescence read-out; inhibition, % at 1 µM; P9WQA3; 2.3% of 360,000 active; in the data active = inhibition above about 27%;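 note: 0% = vehicle and 100% = reference inhibitor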
PriA SSB inh: K. pneumoniae PriA-SSBct interaction inhibition. AlphaScreen SSBct-PriA binding, biotinylated peptide. inhibition, % at 33 µM. 0.6% of 430,000 active. AID 1272365; in the data active = inhibition mostly above about 37%, no sharp cut-off; inactive = mostly below about 20%;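 note: plate controls were negative control peptide for no effect and reference peptide for full effect; strong numbers were not always called active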
BH1578 lux ind: inducers of Vibrio cholerae quorum light production without autoinducers; V. cholerae BH1578 lux reporter, luminescence, 6 h; activation, % at 18.7 µM; 0.16% of 350,000 active; AID 588436; in the data active = activation mostly above about 9.7%, no sharp cut-off; note: not every result past the cut was called active; inactives centre near 0; reference of the scale not given here
UGM FP inh: Mtb UDP-galactopyranose mutase inhibition; P9WIQ1; purified UGM, fluorescence polarization probe displacement; inhibition, % at 10 µM; 0.06% of 320,000 active; AID 504406; in the data active = inhibition above about 10%, passing the limit was not always enough
Target sequence (P9WIQ1 whole entry, looked up): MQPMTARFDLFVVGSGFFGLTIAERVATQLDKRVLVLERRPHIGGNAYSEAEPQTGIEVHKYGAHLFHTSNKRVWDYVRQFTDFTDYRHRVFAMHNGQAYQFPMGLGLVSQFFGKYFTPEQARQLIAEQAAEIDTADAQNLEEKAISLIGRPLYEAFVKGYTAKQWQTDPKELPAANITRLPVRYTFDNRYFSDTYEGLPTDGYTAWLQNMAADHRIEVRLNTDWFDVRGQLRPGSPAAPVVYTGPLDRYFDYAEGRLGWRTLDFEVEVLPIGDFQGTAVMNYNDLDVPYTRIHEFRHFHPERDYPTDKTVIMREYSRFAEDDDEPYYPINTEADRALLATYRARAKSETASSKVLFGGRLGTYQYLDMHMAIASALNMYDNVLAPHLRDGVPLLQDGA
* = called active by the depositor; i = inactive; . = no result given.

(1) Cc1ccc(N=C2C(=S)N(c3ccc(C)cc3)C(=N)N2/N=C/c2ccc(Cl)cc2)cc1
(2) COC(=O)Cn1cc(C=C2C(=O)NC(=O)NC2=O)c2ccccc21
(3) O=C(NC(c1ccc(Cl)cc1)c1cnccn1)C1CCN(CCCOc2ccccc2)CC1 (centres undefined)
(4) O=C(c1ccc(C(F)(F)F)cc1)C1CCCN(C(=O)CN2CCCC2=O)C1 (centres undefined)
(5) O=C(CCn1nnc2ccccc21)Nc1nnc(Cc2ccccc2)s1
(6) CC(C)(C)C(=O)CSc1ncnc2c1cnn2Cc1ccccc1
(7) Fc1ccc(NC(=S)NCc2ccccn2)cc1
(8) Cc1cc(C)cc(OCC(=O)N(C)CC(=O)Nc2ccc(N3CCOCC3)cc2)c1

assay / entry	1	2	3	4	5	6	7	8
BioA inh	1.7	7.3	-2.1	1.1	-0.5	.	-0.8	-4.2
3CLpro inhibitor	-2	0	.	-1	3	5	7	.
GDH-TPI inh	6	0	3	-2	-3	2	12	1
BH1578 lux ind	-0.2	0.8	i	i	-0.3	-2.2	-1.7	-14
VHR inh abs	18	4	.	20	29	20	34	.
MazF activator	7	-231	.	-3	5	-3	3	1
PriA SSB inh	.	5	.	-5	-5	-7	4	-5
Rv3671c inh	13	-16	.	-8	3	-2	4	.
UGM FP inh	-2.9	-0.4	.	-0.4	-1.2	-2.1	-1.2	.
FBA Mtb inh	1	-3	0	2	0	-2	4	1

(9) O=C(c1ccc[nH]1)N1O[C@@H]2C=C[C@H]1C2
(10) O=C(COC(=O)c1cc(S(=O)(=O)N2CCOCC2)ccc1F)Nc1ccc2c(c1)OCO2
(11) O=C(Cc1ccc([N+](=O)[O-])cc1)NCc1ccccc1Cl
(12) CN(CCCC1CCCC1)C(=O)c1cc(COc2c(F)cccc2F)on1
(13) COc1cccc(C(=O)NNC(=O)c2sccc2-n2cccc2)c1
(14) O=C1CCCN1C(=O)CSc1ccc2ccccc2n1
(15) CCCS(=O)(=O)NC(=O)C1(C)CCN(C(=O)c2ccc(F)cc2Cl)C1 (centres undefined)
(16) Cc1c(CN(C)C(=O)c2nn(C)cc2[N+](=O)[O-])cnn1C

assay / entry	9	10	11	12	13	14	15	16
BioA inh	-0.2	6.8	.	0.6	1.8	-1.5	-1.6	-1.9
3CLpro inhibitor	.	.	2	6	6	.	.	3
GDH-TPI inh	0	-11	5	7	3	0	-4	6
BH1578 lux ind	i	-0.7	-0.4	-0.8	-0.9	-2.5	i	0.1
VHR inh abs	.	.	-4	2	2	.	.	-8
MazF activator	0	3	3	-4	8	-2	.	0
PriA SSB inh	-4	-2	-3	-24	-11	9	.	-21
Rv3671c inh	.	-1	-14	-5	-6	-1	.	-5
UGM FP inh	.	0.0	1.9	0.9	-2.1	0.9	.	0.1
FBA Mtb inh	-4	2	1	0	0	3	0	-2

(17) Cc1ccnc(N2C(=O)c3ccccc3C2O)c1 (centres undefined)
(18) CCc1nnc(N/N=C/c2c(F)cccc2Cl)n1N
(19) CCOC(=O)C1(CC)NC(c2ccco2)C2C(=O)N(C)C(=O)C21 (centres undefined)
(20) Cc1cc(C)c2c(-n3cccc3)nn(C)c2n1
(21) COC(=O)c1c(-c2c(Cl)cccc2Cl)noc1C(=O)NN
(22) O=C(C[n+]1cccc(Br)c1)c1cccs1
(23) Cc1ccccc1-c1nc(NC(C)C)nc2cc(-c3ccccc3)sc12
(24) COc1ccc(C(O)c2ncc(-c3ccccc3)[nH]2)cc1F (centres undefined)

assay / entry	17	18	19	20	21	22	23	24
BioA inh	-0.9	-0.5	-2.6	4.6	.	1.4	-0.9	1.4
3CLpro inhibitor	0	1	1	-5	2	1	.	.
GDH-TPI inh	14	11	-6	18	-14	8	13	4
BH1578 lux ind	i	i	-2.6	1.0	-0.3	-0.8	i	-4.5
VHR inh abs	9	-24	16	-6	13	-10	.	.
MazF activator	0	11	10	-3	0	0	.	.
PriA SSB inh	-3	.	-2	-4	-4	-5	.	.
Rv3671c inh	-4	-17	-2	-1	-11	0	.	.
UGM FP inh	2.3	-3.0	-2.6	-1.5	-0.1	-0.9	.	.
FBA Mtb inh	6	-1	-8	2	0	3	6	2

(25) Cc1occc1C(=O)NNC(=O)c1ccccc1[N+](=O)[O-]
(26) CCCCn1c(N)c(N(CC)C(=O)c2cc3c(s2)CCCCC3)c(=O)[nH]c1=O
(27) O=C(/C=C/c1ccccc1)NCCc1nc2ccccc2[nH]1
(28) Cn1c(N)c(C(=O)COC(=O)CNC(=O)c2ccccc2Cl)c(=O)n(C)c1=O
(29) COc1ccc(CCN2CNc3c(c(=O)n(C)c(=O)n3C)C2)cc1OC
(30) CCN(CC)S(=O)(=O)c1ccc(N2CCCC2)c(C(=O)OCC(=O)/C(C#N)=C(\C)N)c1
(31) Nc1cc(N)nc(SCC(=O)N2CCN(S(=O)(=O)c3ccccc3)CC2)n1
(32) CCOc1ccc(Nc2cc(=O)oc3ccccc23)cc1

assay / entry	25	26	27	28	29	30	31	32
BioA inh	-2.7	-0.4	-0.8	1.2	1.6	1.2	0.2	-0.8
3CLpro inhibitor	2	.	-1	.	-5	-3	-1	-4
GDH-TPI inh	9	2	3	4	-3	5	-6	14
BH1578 lux ind	-5.3	-1.2	i	-0.3	2.9	-3.1	-0.4	-1.6
VHR inh abs	-2	.	9	.	22	11	23	31
MazF activator	2	2	2	1	-1	-3	1	5
PriA SSB inh	-1	-1	7	-1	-10	.	1	5
Rv3671c inh	-3	-8	2	-6	5	-2	-5	6
UGM FP inh	1.7	6.6	-5.2	-2.6	-0.7	0.1	5.4	-0.9
FBA Mtb inh	5	-1	2	-3	-1	0	-1	-1

Ten entries from above in a different format.
nr | canonical_smiles | BioA inh | 3CLpro inhibitor | GDH-TPI inh | BH1578 lux ind | VHR inh abs | MazF activator | PriA SSB inh | Rv3671c inh | UGM FP inh | FBA Mtb inh
23 | Cc1ccccc1-c1nc(NC(C)C)nc2cc(-c3ccccc3)sc12 | -0.9 | . | 13 | i | . | . | . | . | . | 6
24 | COc1ccc(C(O)c2ncc(-c3ccccc3)[nH]2)cc1F (centres undefined) | 1.4 | . | 4 | -4.5 | . | . | . | . | . | 2
25 | Cc1occc1C(=O)NNC(=O)c1ccccc1[N+](=O)[O-] | -2.7 | 2 | 9 | -5.3 | -2 | 2 | -1 | -3 | 1.7 | 5
26 | CCCCn1c(N)c(N(CC)C(=O)c2cc3c(s2)CCCCC3)c(=O)[nH]c1=O | -0.4 | . | 2 | -1.2 | . | 2 | -1 | -8 | 6.6 | -1
27 | O=C(/C=C/c1ccccc1)NCCc1nc2ccccc2[nH]1 | -0.8 | -1 | 3 | i | 9 | 2 | 7 | 2 | -5.2 | 2
28 | Cn1c(N)c(C(=O)COC(=O)CNC(=O)c2ccccc2Cl)c(=O)n(C)c1=O | 1.2 | . | 4 | -0.3 | . | 1 | -1 | -6 | -2.6 | -3
29 | COc1ccc(CCN2CNc3c(c(=O)n(C)c(=O)n3C)C2)cc1OC | 1.6 | -5 | -3 | 2.9 | 22 | -1 | -10 | 5 | -0.7 | -1
30 | CCN(CC)S(=O)(=O)c1ccc(N2CCCC2)c(C(=O)OCC(=O)/C(C#N)=C(\C)N)c1 | 1.2 | -3 | 5 | -3.1 | 11 | -3 | . | -2 | 0.1 | 0
31 | Nc1cc(N)nc(SCC(=O)N2CCN(S(=O)(=O)c3ccccc3)CC2)n1 | 0.2 | -1 | -6 | -0.4 | 23 | 1 | 1 | -5 | 5.4 | -1
32 | CCOc1ccc(Nc2cc(=O)oc3ccccc23)cc1 | -0.8 | -4 | 14 | -1.6 | 31 | 5 | 5 | 6 | -0.9 | -1

(cont.)
(33) Cc1cc(C)cc(NC(=O)CCc2c(C)nn(-c3ccc(N4CCCCC4)nn3)c2C)c1
(34) COc1ccc(-c2nnn(-c3cc(Cl)cc(Cl)c3)c2N)cc1
(35) O=c1c(O)c(-c2cc(O)c(O)c(O)c2)oc2cc(O)cc(O)c12
(36) CCN(CC(=O)NCc1cccs1)S(=O)(=O)c1ccc(C(C)C)cc1
(37) COc1cc(O)c(C(CC(=O)N2CCCCC2)c2ccc3c(c2)OCO3)c(OC)c1 (centres undefined)
(38) COC(=O)c1sccc1NC(=S)N1CC(C)CC(C)C1 (centres undefined)
(39) CCOc1ccc(NC(=O)COC(=O)c2cc([N+](=O)[O-])ccc2N2CCOCC2)cc1
(40) CCOC(=O)c1ccc(N=c2sc(C(=O)OC)cc(=O)n2Cc2ccc3c(c2)OCO3)cc1

assay / entry	33	34	35	36	37	38	39	40
BioA inh	0.3	.	0.0	1.4	-0.6	.	.	-0.9
3CLpro inhibitor	5	4	.	-1	.	3	.	-2
GDH-TPI inh	7	5	32*	-5	2	10	11	9
BH1578 lux ind	-0.3	0.0	i	.	-0.6	-3.1	i	-0.2
VHR inh abs	3	26	.	0	26	12	.	-13
MazF activator	2	0	-33	-4	8	-4	1	-30
PriA SSB inh	-1	1	8	-8	4	-28	7	-7
Rv3671c inh	2	3	-39	6	2	-5	-3	-4
UGM FP inh	-0.6	-6.1	-2.2	-0.1	-1.8	1.1	-0.4	2.4
FBA Mtb inh	6	5	-3	0	0	0	-5	1

(41) CNC(=O)NC(=O)COC(=O)CCCOc1ccc(OC)cc1
(42) CNC(=O)c1ccc(NC(=O)CC23CC4CC(CC(C4)C2)C3)cc1
(43) CCC(C(=O)NC1CCCCC1)N(CC1CCCO1)C(=O)CNS(=O)(=O)c1ccc(OC)cc1 (centres undefined)
(44) COc1ccc(CCC(=O)Nc2cc(Cl)ccc2OC)cc1
(45) CN(CC(=O)Nc1ccccc1C(F)(F)F)C(=O)CCc1nc2sc3c(c2c(=O)[nH]1)CCCC3
(46) COc1ccc(NC(=O)COC(=O)CNC(=O)c2cc(OC)c(OC)c(OC)c2)cc1
(47) CC(C(=O)Nc1ccccc1)C(=O)Nc1ccccc1
(48) CCOc1ccc(N(CC)C(=O)CCS(=O)(=O)c2cccc3nonc23)cc1
(49) CCc1cccc(C)c1NC(=O)CC(C)(C)CC(=O)O

assay / entry	41	42	43	44	45	46	47	48	49
BioA inh	-0.7	-1.1	0.7	3.4	-0.2	0.6	-3.5	1.6	.
3CLpro inhibitor	-2	4	-5	-4	1	1	1	2	1
GDH-TPI inh	6	-2	4	4	5	-4	4	13	1
BH1578 lux ind	i	3.1	i	-1.5	i	-0.2	i	-0.5	i
VHR inh abs	17	-26	-6	25	14	-5	4	12	-3
MazF activator	3	4	6	10	-1	-4	-7	15	1
PriA SSB inh	-13	1	-7	-20	-7	-9	-10	-7	-7
Rv3671c inh	0	3	.	4	3	3	-5	-2	-2
UGM FP inh	1.9	1.4	.	2.1	-2.2	-0.7	0.3	2.1	-1.8
FBA Mtb inh	-8	-1	-1	-2	1	0	2	1	5

The list is partial; the hit share may differ from the screen's.
